# TCR-CD3 inh – blocks the human TCR-CD3 interaction; TAMRA-labeled TCR probe fluorescence, biochemical; inhibition, % at 9.4 µM; 0.37% of 360,000 active; AID 651800; in the data active = inhibition above about 19%;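 note: recombinant mutant TCR 2C K166C tagged with TAMRA read by polarization; 0% = receptor in buffer alone and 100% = receptor with positive control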
# MBD2 DNA inh – blocks human MBD2 binding to methylated DNA; Q9UBB5; 0.31% of 370,000 active; inhibition, % at 4.4 µM; TR-FRET, MBD2 binding to methylated oligonucleotide; in the data active = inhibition above about 13%
# LEDGF integ inh – blocks HIV-1 LEDGF/p75-dependent DNA integration | 0.64% of 370,000 active | AID 743269 | TR-FRET IN-LEDGF/p75 DNA integration, Eu/Cy5 | inhibition, % at 3.7 µM;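 active = inhibition above the screen-wide mean plus 3 SD, cut at about 13% in these data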;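 note: signal is the Cy5 over europium emission ratio at 671 and 618 nm; 0% = plate median of compound wells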
# PRMT1 FP inh – PRMT1 (human) inhibition, primary screen | recombinant PRMT1, activity-based probe fluorescence polarization | 1.3% of 370,000 active | Q99873 | inhibition, % at 2.79 µM | AID 652257;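 active = inhibition above about 21% made by adding two undisclosed values, limit read from the data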
# HTRA1 inhibitor – HTRA1 (human) protease inhibition | inhibition, % at 5.96 µM | 0.5% of 340,000 active | Q92743 | recombinant HTRA1, FP-rhodamine activity-based probe, fluorescence polarization; in the data active = inhibition above about 36%;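 note: 0% = enzyme with DMSO and 100% = wells lacking enzyme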
# Target sequence (Q92743 whole entry, looked up): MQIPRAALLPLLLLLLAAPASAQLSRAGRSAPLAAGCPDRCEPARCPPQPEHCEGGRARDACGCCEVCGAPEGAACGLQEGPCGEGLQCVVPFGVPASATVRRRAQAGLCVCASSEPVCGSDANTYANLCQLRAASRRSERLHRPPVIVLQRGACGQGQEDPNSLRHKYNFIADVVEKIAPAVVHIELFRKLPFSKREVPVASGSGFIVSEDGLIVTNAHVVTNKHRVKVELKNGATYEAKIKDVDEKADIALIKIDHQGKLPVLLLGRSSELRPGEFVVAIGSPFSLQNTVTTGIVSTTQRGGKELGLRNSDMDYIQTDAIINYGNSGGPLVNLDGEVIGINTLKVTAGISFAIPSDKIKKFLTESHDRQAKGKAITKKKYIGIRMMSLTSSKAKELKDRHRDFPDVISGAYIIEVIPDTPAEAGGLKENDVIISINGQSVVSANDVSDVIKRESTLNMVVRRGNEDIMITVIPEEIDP
# mABHD4 FP – inhibitors of mouse ABHD4; Q8VD66; purified mABHD4, FP-Rh probe fluorescence polarization; inhibition, % at 8.92 µM; 0.54% of 370,000 active;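 active = inhibition exceeding the mean over every tested compound plus 3 SD, cut at about 30% in these data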;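 note: 0% = plate median of compound wells and 100% = S159A mutant with DMSO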
# Target sequence (Q8VD66 whole entry, looked up): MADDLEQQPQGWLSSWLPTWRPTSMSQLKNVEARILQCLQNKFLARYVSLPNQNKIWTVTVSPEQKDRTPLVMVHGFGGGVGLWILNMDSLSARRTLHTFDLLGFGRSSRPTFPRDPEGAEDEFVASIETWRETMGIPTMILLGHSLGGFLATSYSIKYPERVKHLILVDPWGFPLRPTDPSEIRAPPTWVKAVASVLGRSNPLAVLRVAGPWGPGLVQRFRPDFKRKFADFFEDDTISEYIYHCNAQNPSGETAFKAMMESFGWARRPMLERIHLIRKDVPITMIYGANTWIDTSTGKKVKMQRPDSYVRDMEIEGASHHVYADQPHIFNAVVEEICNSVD
#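 Material: mouse ABHD4 enzyme, wild type; Benchmarks: S159A mutant high control, sample median low control; Buffer or medium: HEPES pH 7.0, NaCl, Pluronic buffer; Signal: fluorescence polarization; Read-out: percent inhibition of probe binding, normalized to plate controls; Timing: pre-incubation 45 min, probe exposure 60 min, at 25 °C; Dosing: 8.92 µM, single dose.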
# rCAG RNA binder – binds r(CAG) RNA repeats. inhibition, % at 3 µM. 1.3% of 370,000 active. r(CAG) RNA repeat, TO-PRO-1 dye displacement fluorescence;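 active = inhibition above the plate cutoff, the mean of all test compounds on that plate plus 3 SD, cut at about 35% in these data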;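 note: 0% = DMSO alone and 100% = 100 µM mitoxantrone as full dye displacement; higher means more dye released from RNA so lower well fluorescence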
# SIAE primary – inhibitors of human sialic acid acetylesterase SIAE; Q9HAT2; SIAE FP-Rh probe binding, fluorescence polarization; inhibition, % at 9.66 µM; 0.69% of 370,000 active;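 active = inhibition above a cutoff: mean of compounds within the control limits plus 3 SD of those, cut at about 17% in these data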;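 note: 0% = plate median of compound wells and 100% = probe without SIAE protein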
# TDP2 inh – TDP2 (human) inhibition, absorbance primary screen | 0.34% of 370,000 active | recombinant TDP2, T5PNP hydrolysis, p-nitrophenol absorbance 415 nm | O95551 | inhibition, % at 12.8 µM;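 active = inhibition above the mean of all tested compounds plus 3 SD, set per campaign, cut at about 25% in these data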;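 note: 0% = DMSO with enzyme and 100% = buffer with substrate but no TDP2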
#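 Test system: Human TDP2 enzyme | Reagent: 5 mM T5PNP | Compound dosing: 12.8 µM single point, 1% DMSO | Incubation: Enzyme reaction with compound for 2 h at 37 °C | Technique: p-Nitrophenol epi absorbance | Read-out: % inhibition relative to enzyme-containing and enzyme-free wells | Benchmarks: High control without enzyme, low control DMSO plus TDP2 | Replicates: Singlicate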
# GC-B act – GC-B (human) receptor activation. P20594. HEK293-GC-B cells, CNP EC30, cGMP TR-FRET; 0% at EC30 CNP, 100% saturating CNP. activation, % at 10 µM. 0.11% of 370,000 active. AID 1920062;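 active = activation at 10 µM reaching about 35% in either raw or pattern-adjusted values, limit read from the data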
# * = called active by the depositor; . = no result given. Some of the compounds tested; the hit share may differ from the screen's.
# Values run as follows: TCR-CD3 inh	MBD2 DNA inh	LEDGF integ inh	PRMT1 FP inh	HTRA1 inhibitor	mABHD4 FP	rCAG RNA binder	SIAE primary	TDP2 inh	GC-B act
1) Cc1c(CCC(=O)O)c(=O)oc2cc3oc4c(c3cc12)CCCC4
→ 2	-1	6	3	-1	7	7	1	6	-2
2) Cc1occc1C(=O)N1CCCC(Nc2ccc(F)cc2)C1 (stereo unspecified)
→ 9	-5	4	-5	-58	6	-4	0	3	0
3) OC1CCCCC1
→ 2	3	1	2	3	-7	1	1	3	0
4) CCc1cccc2c(C(=O)COC(=O)c3ccc(O)cc3)c[nH]c12
→ -3	3	1	3	-45	-40	18	-68	9	-4
5) COc1ccc(Nc2nc(N)c(C(=O)c3ccc(F)cc3)s2)cc1
→ 2	0	-1	0	7	3	8	16	4	-14
6) CCN(C(=O)Cn1cc(C(F)(F)F)ccc1=O)c1c(N)n(Cc2ccccc2)c(=O)[nH]c1=O
→ 4	-3	5	-8	3	3	-1	0	5	0
7) O=C(Cc1ccccc1[N+](=O)[O-])Nc1ccc2c(c1)OCO2
→ -9	2	0	3	4	6	-1	3	0	-5
8) CCOc1ccc(S(=O)(=O)NCCC(=O)NCC(c2ccco2)N2CCCCC2)cc1 (stereo unspecified)
→ 2	-3	3	1	3	6	-2	-11	2	5
9) Cc1coc2cc3oc(=O)c(CC(=O)N4C[C@H]5C[C@@H](C4)c4cccc(=O)n4C5)c(C)c3cc12
→ 8	-5	0	-4	4	-1	0	4	-5	-4
10) Cc1ccc(C)c(Cn2cnc3c(nnn3-c3ccc(F)cc3)c2=O)c1
→ 3	-4	1	0	-3	-3	5	0	-5	-4
11) CC1CCN(C(=O)CNS(=O)(=O)c2ccc(Br)s2)CC1
→ 1	1	3	1	-3	-7	-2	0	-2	1
12) CC(=O)Oc1ccc2c(c1)OC(c1ccccc1)CC21CC(C)(C)NC(=O)N1 (stereo unspecified)
→ 3	-1	2	-1	0	0	-6	2	-13	-2
13) CCc1nnc(NC(=O)/C=C/c2ccc(C)o2)s1
→ 4	3	-4	4	-6	11	2	-2	-10	0
14) CCOC(=O)C1CCCN(S(=O)(=O)Cc2ccccc2)C1 (stereo unspecified)
→ -3	3	-2	3	-5	4	-2	-1	9	-2
15) CCn1c(SCC(=O)N/N=C/c2ccccc2OCC(=O)O)nnc1-c1ccc(OC)cc1
→ 1	2	2	0	1	0	3	-9	4	-1
16) COc1ccc(S(=O)(=O)N(CC(=O)NCC2CCCO2)Cc2ccccc2)cc1C (stereo unspecified)
→ 6	-2	-1	-2	1	3	-8	3	-1	-1
17) CN(CC(=O)Nc1ccc([N+](=O)[O-])cc1Br)Cc1c(F)cccc1Cl
→ -7	-2	2	-1	-15	-6	-3	3	12	-1
18) OCCN(Cc1cccnc1)Cc1ccccn1
→ 0	-1	-12	-1	1	2	3	4	-5	-2
19) Cc1ccc(S(=O)(=O)C2(C(=O)NCc3ccc4c(c3)OCO4)CC2)cc1
→ -1	-3	-2	4	3	2	3	-3	6	-3
20) CCOC(=O)c1c(C)[nH]c(C(=O)N(C)CC(=O)Nc2ccc(OCC)c(OCC)c2)c1C
→ 0	-4	7	-3	1	0	3	3	-14	-5
21) CCOC(=O)c1c(C)[nH]c(C(=O)COC(=O)c2oc3ccccc3c2C)c1C
→ 5	-1	-1	-1	6	-1	0	11	2	-2
22) O=S1(=O)CC(N2CCC(Cc3ccccc3)CC2)CN1C1CCCCC1 (stereo unspecified)
→ 1	-6	0	0	.	-1	1	0	-16	7
23) Cc1cc(C(=O)NCC(c2ccco2)N2CCCC2)c2ccccc2n1 (stereo unspecified)
→ -1	0	-4	0	-3	9	0	-2	7	0
24) Cc1cccc(NC(=S)NC2CCCCC2)n1
→ 5	3	-2	5	-6	-4	-6	2	8	-2
25) CSc1ccc(Cn2c(C)c(C(=O)NCc3ccccc3C(F)(F)F)sc2=O)cc1
→ 6	-2	1	0	.	-27	1	-17	0	-4
26) O=C(CN1C(=O)c2ccc([N+](=O)[O-])cc2C1=O)Nc1cc(S(=O)(=O)N2CCOCC2)ccc1Cl
→ -7	2	-1	3	-5	4	6	-8	4	2
27) S=C(NCc1ccccc1)C(=S)NCc1ccccc1
→ -6	3	-2	5	-2	-8	3	-4	-5	7
28) S=C(NCCCn1ccnc1)NC1CCCCC1
→ 3	-4	-2	0	6	-1	-3	0	-5	2
29) Cc1cc2nc(C3CCN(CC4COc5ccccc5O4)CC3)[nH]c2cc1C (stereo unspecified)
→ 8	-4	-5	0	-20	4	-6	-3	4	-1
30) O=C(Nc1cccc([N+](=O)[O-])c1)c1ccc(-c2ccccc2)cc1
→ 5	2	1	-1	0	0	2	-4	0	-10
31) Cc1ccccc1-c1noc(-c2ccc(Cl)cc2)n1
→ 3	-3	-1	1	3	-2	2	1	-3	-1
32) CCOc1ccc(-n2cc(C(=O)N3CCN(C)CC3)c3cc(OC)c(OC)cc3c2=O)cc1
→ 8	-2	2	0	-4	-6	-5	0	-3	0
33) CC1(C(=O)Nc2ccc3c(c2)OCCO3)CCN1Cc1ccc(-c2ccccn2)cc1 (stereo unspecified)
→ 1	-4	1	-3	.	-1	-1	1	6	0
34) CCCCCn1c(SCC2CCCO2)nc2cc(C(=O)N3CCC(C(N)=O)CC3)ccc2c1=O (stereo unspecified)
→ -5	-1	5	1	-6	-4	-2	0	-26	10
35) COc1ccc2c(c1)OC[C@H]1[C@H]2N2C(=O)c3cc(OC)ccc3NC(=O)[C@@]2(C)[C@H]1c1ccccc1
→ 3	1	1	0	-36	-43	12	-19	3	6
36) Cc1cccn2cc(-c3cccc(S(=O)(=O)N4CC(C)OC(C)C4)c3)nc12 (stereo unspecified)
→ 9	0	-2	-2	-4	-7	-2	7	-11	2
37) COc1ccc(S(=O)(=O)N2CCC(c3nc4ccccc4[nH]3)CC2)cc1
→ -1	3	3	1	-2	-5	-3	1	7	1
38) COc1cc2c(cc1NC(=O)c1ccc(C(C)(C)C)cc1)CCCC2
→ 5	-1	1	-2	-21	0	5	0	-15	0
39) O=C(O)c1ccc(OCc2ccc(C(=O)O)o2)cc1
→ -1	-4	-1	-2	3	-6	1	7	16	-3
40) Cc1cc(OCCCC(=O)Nc2cccc(-n3cnnn3)c2)ccc1Cl
→ 5	-11	0	-5	-48	-49	8	-20	5	-4
41) N#Cc1ccc(-c2ccc(OCC(O)Cn3nnc4ccccc43)cc2)cc1 (stereo unspecified)
→ 3	0	-2	-3	-33	-14	-4	-1	-1	-4
42) CCCCn1c(N)c(N(CC(C)C)C(=O)c2ccc(COc3ccccc3)o2)c(=O)[nH]c1=O
→ -2	3	0	-1	-4	-1	-3	2	8	3
43) Cc1cccc(-n2ncc3c(N(C)Cc4ccccc4)ncnc32)c1
→ 6	5	-3	1	-36	-11	0	-6	0	-3
44) Cc1cc(C)c2[nH]c(=O)c(CN(Cc3ccccc3)C(=S)NCCCN(C)C)cc2c1
→ 8	1	-6	-2	-1	7	8	-1	4	-13
45) O=C(CC1CC2CCC1C2)N1CCN(S(=O)(=O)c2ccc(C(F)(F)F)cc2)CC1 (stereo unspecified)
→ 0	0	-3	0	-6	1	0	10	-8	3
46) COc1cccc2cc(C(=O)N3CCc4ccccc43)c(=O)oc12
→ 2	1	0	-6	-4	7	-2	-8	0	6
47) COc1ccc2[nH]c(=O)c(-c3nnn(-c4ccc(F)cc4)n3)cc2c1
→ 2	-1	-2	0	-3	5	15	3	6	-1
48) Cc1cc2nc(C3CCCCC3)c(Cc3cccc(Cl)c3)n2c(C)c1Br
→ 4	2	-2	-5	.	-6	0	6	10	-4
49) CCCOc1ccc(C(=O)CCC(=O)OCC(=O)Nc2cccc(S(N)(=O)=O)c2)cc1
→ 3	2	3	-1	3	3	7	1	2	4
50) CC1C=CCC2C(=O)N(c3ccc(OC(=O)c4cccs4)cc3)C(=O)C12 (stereo unspecified)
→ 7	-2	-1	0	0	0	-5	7	-4	4
51) O=S1(=O)NC(CC2=CCCCC2)C2CCCCC2O1 (stereo unspecified)
→ 2	1	0	-2	5	0	0	3	2	-8
52) COc1ccc(CN2CC(C(N)=O)Oc3ccccc32)cc1F (stereo unspecified)
→ 7	-2	3	3	4	4	1	7	-5	-3
53) CC(=O)c1cccc(NC(=O)N2CCCC2C(=O)NCCc2ccccc2)c1 (stereo unspecified)
→ -3	-3	-1	0	6	3	0	-5	-6	1

# 4 entries from above, with each value named.
41: N#Cc1ccc(-c2ccc(OCC(O)Cn3nnc4ccccc43)cc2)cc1 (stereo unspecified)
  TCR-CD3 inh: 3 | MBD2 DNA inh: 0 | LEDGF integ inh: -2 | PRMT1 FP inh: -3 | HTRA1 inhibitor: -33 | mABHD4 FP: -14 | rCAG RNA binder: -4 | SIAE primary: -1 | TDP2 inh: -1 | GC-B act: -4
49: CCCOc1ccc(C(=O)CCC(=O)OCC(=O)Nc2cccc(S(N)(=O)=O)c2)cc1
  TCR-CD3 inh: 3 | MBD2 DNA inh: 2 | LEDGF integ inh: 3 | PRMT1 FP inh: -1 | HTRA1 inhibitor: 3 | mABHD4 FP: 3 | rCAG RNA binder: 7 | SIAE primary: 1 | TDP2 inh: 2 | GC-B act: 4
27: S=C(NCc1ccccc1)C(=S)NCc1ccccc1
  TCR-CD3 inh: -6 | MBD2 DNA inh: 3 | LEDGF integ inh: -2 | PRMT1 FP inh: 5 | HTRA1 inhibitor: -2 | mABHD4 FP: -8 | rCAG RNA binder: 3 | SIAE primary: -4 | TDP2 inh: -5 | GC-B act: 7
36: Cc1cccn2cc(-c3cccc(S(=O)(=O)N4CC(C)OC(C)C4)c3)nc12 (stereo unspecified)
  TCR-CD3 inh: 9 | MBD2 DNA inh: 0 | LEDGF integ inh: -2 | PRMT1 FP inh: -2 | HTRA1 inhibitor: -4 | mABHD4 FP: -7 | rCAG RNA binder: -2 | SIAE primary: 7 | TDP2 inh: -11 | GC-B act: 2

# Bioassay records as filed in PubChem BioAssay.
